Screening data (PubChem)
KDM5B inhibitor: Primary screen for KDM5B Histone Demethylases FDH-coupled qHTS. Lysine-specific demethylase 5B (Homo sapiens), Q9UGL1. Potency, µM (doses to about 57.7 µM), without a hit: at the top dose activity change, negative = inhibition, most hits filed as inhibitors. 2.6% of 220,000 active. KDM5B demethylase, FDH-coupled NADH fluorescence (FDH is formaldehyde dehydrogenase); active means well fitted inhibition curve with a large enough effect; inconclusive means small, poorly fitted or top-dose-only effect; inactive means no such curve, though single readings can be large or run the other way; further: 0% is about no effect; nearly all actives have a fitted effect of over 70% in size
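Compound dilutions met 200 nM (final) KDM5BΔAP for 10 min at room temperature before substrate addition. The substrate mix held 12.5 µM H3K4me3 with cofactors 25 µM α-ketoglutarate and 50 µM Fe²⁺. NADH signal gain over 30 min defined activity.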
* = called active by the depositor; i = inactive; ? = inconclusive; & = joins results of further samples; [ ] = remark or other dose. Potency means the concentration at half of the fitted maximal effect. These rows are one share of the data; rates above refer to the full screens.

SMILES	KDM5B inhibitor
Cc1cc(C)cc(-n2c(SCC(=O)Nc3cccc(F)c3)nc3c([nH]c4ccccc43)c2=O)c1	8%
CCCCCCCCS(=O)CCCl (stereo unspecified)	19%
COc1ccc(CCNC(=O)CS(=O)(=O)Cc2nc(-c3cccc(Cl)c3)oc2C)cc1OC	14%&-43%
CCCCS(=O)(=O)Nc1ccc([C@H]2OCC(=O)N(Cc3ccccc3)[C@@H]2CO)cc1	29%[86.2 µM]
Cc1cc(C)cc(Oc2c(C(F)(F)F)oc3cc(OCC(=O)OC(C)C)ccc3c2=O)c1	24%
COc1ccc(C(=O)N[C@@H]2CCC[C@@H]2C(=O)NCCc2ccccc2)cn1	1%
CC(C)Oc1ccccc1CN1CCc2nc(N(C)C)[nH]c(=O)c2CC1	1%
O=C1NCCCCCCN(C(=O)c2ccoc2)[C@H]2CCC[C@@H]12	22%
Cc1cc(C)c(CNC(=O)c2cc(-c3ccccc3C)cc3ncn(C)c23)c(=O)[nH]1	?
O=C(c1ccc(NC(=O)C2(c3ccccc3)CCCC2)cc1)N1CCOCC1	21%
CCOc1ccc(C2C(C(=O)Nc3ccccc3OC)=C(C)Nc3c(C(=O)Nc4cccc(C)c4)cnn32)cc1 (stereo unspecified)	?
O=C(O)CCC(=O)Nc1ccc(Oc2ncnc3cc(Cl)ccc23)nc1	-21%
O=C(CCc1ncc(-c2c(F)cccc2F)o1)NCc1ccco1	19%
COc1ccccc1-c1nnc([C@H]2CCN(Cc3ncc[nH]3)C2)o1	40µM*
COCC(=O)N1CC(C(=O)NCc2ccncc2)C2(CCOCC2)C1 (stereo unspecified)	-12%
COC(=O)c1ccc(OC(=O)c2cnccn2)cc1	-2%
Cc1oc(-c2nc(C#N)c(NCc3ccco3)o2)cc1S(=O)(=O)N1CCCC1	?
C[C@H]1[C@@H]2[C@@H](O)C([C@H](C)C(=O)NCc3ccc(F)cc3)CC[C@@]2(C)CC[C@@H]1NC(=O)C1CCCCC1 (stereo partly specified)	-6%
COc1cccc(-c2nn(C)c3sc(C(=O)N4CCN(c5cccc(C)c5)C(C)C4)cc23)c1 (stereo unspecified)	?
O=C(Nc1nnc(C2CC2)s1)C(Sc1ccccc1)c1ccccc1 (stereo unspecified)	-7%
CCc1nc(NCC2CCCO2)c(C#N)c2c1CCCC2 (stereo unspecified)	?
CC1Oc2ccc(NC(=O)c3ccc(F)cc3F)cc2CN(CCc2ccccc2)C1=O (stereo unspecified)	-25%
CCN(Cc1cc2cccc(C)c2[nH]c1=O)C(=O)c1ccc(C(C)(C)C)cc1	8%
CCCn1cc(-c2ccncc2)cc1C(=O)N1CCN(c2ccccc2F)CC1	14%
Cc1ccc(S(=O)(=O)N2C[C@@H](F)C[C@H]2C(=O)N2CCOCC2)c(C)c1	3%
Continuation.
SMILES	KDM5B inhibitor
CCCNC(=O)N[C@@H]1C[C@H](Cn2cc(-c3cccnc3)nn2)[C@@H](O)[C@H]1O	?
Cn1ccnc1Sc1cc(C(=N)N)ccn1	3%
O=C(NC[C@H]1O[C@@H](CO)[C@@H](O)[C@H]1N1CCN(c2ccccc2)CC1)c1ccc(C(F)(F)F)cc1	-6%
CC(C)(C)C(NC(=O)c1ccccc1)c1ccccc1 (stereo unspecified)	6%
Cc1cccc2sc(N(CCCN(C)C)C(=O)c3cccc(F)c3)nc12	5%
OCCC1CN(Cc2nc3ccccc3s2)CCN1Cc1ccc(F)c(F)c1 (stereo unspecified)	?
CCCNC(=O)c1ccc2ccccc2n1	25%
O=C(CSc1nnc2ccc3ccccc3n12)Nc1ccccc1Cl	-9%
Cc1ccccc1C(=O)Nc1nc2nc(-c3ccccc3)cc(=O)n2[nH]1	?
COCCNC(=O)C[C@@H]1C[C@H]2O[C@H](CNCc3ccccc3C)[C@@H](O)[C@H]2O1	10%[86.2 µM]
Cc1ccccc1CN1CCC(CNC(=O)Nc2ccc(F)cc2F)CC1	29%
Cc1cc(OC2CN(Cc3ccc(C(F)(F)F)cc3)C2)ccc1F	3%[86.2 µM]
COc1ccc(CNC(=O)c2cc3sccc3n2C)cc1	-9%
Cc1ccc(SCc2ccc(C(=O)Nc3cccc(C)c3C)cc2)cc1	16%
c1ccc(CCn2cccc2)cc1	9%
O=C(c1ccc(F)cn1)N1CC(F)(F)C[C@H]1c1nc(C2CC2)no1	-9%
Cc1cc2oc(C(=O)Nc3nnc(CC(C)C)s3)cc(=O)c2cc1C	13%
CCOc1ccc(CCNC(=O)c2ccc(-n3c(C)cc4c3CCC(C)C4)cc2)cc1OCC (stereo unspecified)	?
Cc1ccc2nc(/C(C#N)=C\c3cccc(OCc4ccc(F)cc4)c3)[nH]c2c1	?
COc1cccc(N2CCN(C(=O)c3c(C)oc4ncnc(N5CCOCC5)c34)CC2)c1	-2%
COc1ccc(-c2nc(C)nc3c2CCN(Cc2cncs2)CC3)cc1	?
C=Cc1ccc(Cn2c(C(=O)O)c(CNCc3cc(OC)ccc3OC)c3ccc(C)cc32)cc1	-4%
COc1ccc(CNC2(Cc3cc(COc4ccccc4)on3)COC2)cc1	?
CCOc1ccc(CNC(=O)Cn2c(=O)[nH]c3c(-c4ccc(F)cc4)c[nH]c3c2=O)cc1OCC	1%
Cc1ccc(C(=O)NCC(C)C)cc1C	19%

Fetched one by one from above, four records:
SMILES	KDM5B inhibitor
COc1ccc(CNC2(Cc3cc(COc4ccccc4)on3)COC2)cc1	?
Cc1cc2oc(C(=O)Nc3nnc(CC(C)C)s3)cc(=O)c2cc1C	13%
Cc1cc(OC2CN(Cc3ccc(C(F)(F)F)cc3)C2)ccc1F	3%[86.2 µM]
Cc1ccc(SCc2ccc(C(=O)Nc3cccc(C)c3C)cc2)cc1	16%

The results go on.
SMILES	KDM5B inhibitor
C=CCNS(=O)(=O)c1cc(C(=O)O)ccc1F	20%
CCC(C(=O)Nc1ccc2c(c1)CN(Cc1ccccc1OC)C(=O)C(C)O2)c1ccccc1 (stereo unspecified)	-27%
O=C(c1cc(F)ccc1Cl)N1CCC(n2cnnc2C2CC2)CC1	2%
CCCOCCCNC(=O)c1c(C)noc1-c1ccccc1OC	?
O=C(NCc1ccc(F)cc1)C1CCN(C(=O)c2ncn3c2COC(c2ccccc2)C3)CC1 (stereo unspecified)	22%
Cn1nc(C2CCCN(C(=O)c3ccncc3)C2)n(Cc2ccccc2)c1=O (stereo unspecified)	20%
CCc1ccc(NC(=O)c2cc(S(=O)(=O)NC3CCCCCC3)ccc2F)cc1	-27%
CC(C)Oc1ccc(NC(=O)c2ccc(Cl)cc2)cc1	-3%
CCCC(=O)N1CCN(c2ccc(NC(=O)C3(c4ccccc4)CCCC3)cc2)CC1	9%
CC(NC(=O)C12CC3CC(CC(C3)C1)C2)c1cc2ccccc2o1 (stereo unspecified)	2%
O=C(Nc1ccc2c(c1)OCCO2)N1CCC(NS(=O)(=O)c2ccc(Cl)cc2)CC1	5%
Fc1ccccc1-c1nnc(SCCc2ccncc2)n1C1CC1	1%
O=C(O)c1cccc(-c2ccc(CNCc3ccccc3)o2)c1	?
CCC1(C(=O)NC2CCCCCC2)CCCCC(=O)N1 (stereo unspecified)	-13%
COc1ccc(-c2cc(=O)n3c4ccccc4n(Cc4cccc(F)c4)c3n2)cc1	-23%
Cc1ccc(C(=O)N2CCCC3(C2)Nc2cccnc2NC3=NC2CCCC2)cc1F (stereo unspecified)	28µM*
COc1cccc(CNC(=O)Cc2c(C)c3c(cc(C)c4c(C)c(C)oc43)oc2=O)c1	?
Cc1ccsc1C(=O)Nc1ccc(-c2nnc3n2CCCC3)cc1	11%
COc1ccc(NC(=O)Nc2cccc(-c3cn4cccnc4n3)c2)cc1	?
CCn1c(C(=O)Nc2ccccc2C(=O)OC)cc2sc(Cl)cc21	?
CCOc1ccccc1NC(=O)N1CCCC(c2nc(-c3cnccn3)no2)CCNC(=O)CC1 (stereo unspecified)	-24%
FC(F)(F)c1ccccc1-c1ncc[nH]1	0%[230 µM]
COc1ccc(OC)c(CNC(=O)C2CCN(S(=O)(=O)N3CCCCC3)CC2)c1	-4%
O=C(CNC(=O)c1ccccc1)OCc1cc(=O)n2ccsc2n1	-23%
COc1ccc(NC(=S)N2CCCN(Cc3cccc(Cl)c3)C2)cc1	243%[activator]

6 compounds from above, arranged by length of the SMILES, ascending:
SMILES	KDM5B inhibitor
C=CCNS(=O)(=O)c1cc(C(=O)O)ccc1F	20%
O=C(O)c1cccc(-c2ccc(CNCc3ccccc3)o2)c1	?
Cc1ccsc1C(=O)Nc1ccc(-c2nnc3n2CCCC3)cc1	11%
COc1ccc(OC)c(CNC(=O)C2CCN(S(=O)(=O)N3CCCCC3)CC2)c1	-4%
CCOc1ccccc1NC(=O)N1CCCC(c2nc(-c3cnccn3)no2)CCNC(=O)CC1 (stereo unspecified)	-24%
CCC(C(=O)Nc1ccc2c(c1)CN(Cc1ccccc1OC)C(=O)C(C)O2)c1ccccc1 (stereo unspecified)	-27%

Additional records:
SMILES	KDM5B inhibitor
Cc1sc2ncn(CC(=O)N3CCN(c4ccc(F)cc4)CC3)c(=O)c2c1S(=O)(=O)N1CCN(c2ncccn2)CC1	-30%
CCCC(=O)n1nc(NCc2ccc(OC)cc2)nc1NCc1ccc(OC)cc1	?
CCOC(=O)c1ccc(NC(=O)COCc2cc(-c3ccc4c(c3)OCO4)on2)cc1	?
O=C1c2cccc3c(O)ccc(c23)C(=O)N1c1ccc(Cl)cc1	-30%
COC(=O)c1ccc(COC(=O)COc2ccc(C#N)cc2)o1	18%
O=C(O)C(c1c[nH]c2ccccc12)N1CCN(Cc2cccc(Cl)c2)CC1 (stereo unspecified)	14%
CCCCN(C)C(=O)c1nc2ccccn2c1CNCCCn1ncc2ccccc21	-3%
COC(=O)C(C)N1C(=O)S/C(=C/c2ccc(OC)cc2)C1=O (stereo unspecified)	12%
O=C(COc1cccc2ccccc12)N/N=C/c1ccc(O[C@@H]2O[C@H](CO)[C@@H](O)[C@H](O)[C@H]2O)cc1	-6%
COCCn1c(C)cc(O)c(C(c2ccccc2)N2CCN(c3ccccc3F)CC2)c1=O (stereo unspecified)	-13%
Cn1c(=O)c2sccc2n2c(CCCC(=O)NCc3ccccc3)nnc12	?
CCOC(=O)c1[nH]c2ccc(F)cc2c1NC(=O)c1ccccc1F	39%[activator]
O=C(COC(=O)c1ccc[nH]c1=O)NCCc1ccc(Cl)cc1Cl	?
CCCCc1ccc(NC(=O)c2ccccc2SC)cc1	-17%
O=C1CC(c2ccc(O)cc2)c2ncn(-c3ccccc3)c2N1 (stereo unspecified)	?
CN(Cc1ccccc1Br)c1ccc(S(N)(=O)=O)cn1	-16%
Cc1nc2c(-c3ccccc3)c(C)nn2c(C)c1CCC(=O)Nc1ccccc1F	24%
Cc1ccc2nc(C3CCCN(Cc4cccc(-c5cccnc5)c4)C3)[nH]c(=O)c2c1 (stereo unspecified)	-12%
O=[N+]([O-])c1ccc(-c2cc(-c3cccnc3)nc3ccc4ccccc4c23)cc1	19%
CC[C@H]1CN(C(=O)c2ccc(F)cc2)CC[C@H]1CC(=O)NC1CC1	13%[86.2 µM]
O=c1cc(-c2ccccc2)nc(SCc2nc(-c3ccc(Cl)cc3)no2)[nH]1	-8%
COc1ccc(-c2cc(N3CCCN(C(=O)c4ccc(C)c(C)c4)CC3)n[nH]2)cc1	?
Cc1cc(C)nc(Cn2nc(CC3CCNCC3)n(-c3ccccc3)c2=O)n1	-11%
CCS(=O)(=O)NCCc1csc2nc(-c3ccc(OC)cc3)nn12	12%
CCc1ccc2oc(C(=O)N(Cc3ccc(N(C)C)cc3)Cc3ccco3)c(C)c2c1	?

Brought forward from above: 5 entries, followed by the next part.
SMILES	KDM5B inhibitor
O=c1cc(-c2ccccc2)nc(SCc2nc(-c3ccc(Cl)cc3)no2)[nH]1	-8%
COc1ccc(-c2cc(N3CCCN(C(=O)c4ccc(C)c(C)c4)CC3)n[nH]2)cc1	?
Cc1cc(C)nc(Cn2nc(CC3CCNCC3)n(-c3ccccc3)c2=O)n1	-11%
CCS(=O)(=O)NCCc1csc2nc(-c3ccc(OC)cc3)nn12	12%
CCc1ccc2oc(C(=O)N(Cc3ccc(N(C)C)cc3)Cc3ccco3)c(C)c2c1	?
COc1ccccc1OCc1cc(C(=O)NC(CO)C(C)C)n[nH]1 (stereo unspecified)	24%
COc1ccc(C(=O)c2oc3ccccc3c2NC(=O)COc2ccccc2)cc1	-16%
CN(CCOC(=O)c1ccc(F)cc1)C(C)(C)C	8%
Cc1cccc(Nc2c3c(nc4ccccc24)CCC3)c1	-21%
Cc1noc(C)c1-c1cc(-c2ccccc2F)cn2cncc12	35µM*
CCOC(=O)Cn1c(=O)c2c(nc3n2CCCN3CCc2ccccc2)n(C)c1=O	22%
Cn1cc(CN(C(=O)c2ccc3nc(-c4ccccc4)cn3c2)C2CC2)cn1	?
CCOC(=O)c1cc2c(=O)n3ccccc3nc2n(Cc2ccco2)c1=NC(=O)c1ccc(C)c(C)c1	?
Cc1c(Cl)cccc1Nc1nnc(SCC(=O)Nc2ccnn2C2CCCC2)s1	19%
Cc1[nH]c2ccccc2c1C(=O)CSc1nnnn1C1CC1	14%
CCN(CC)C(=S)SCC(=O)c1ccc(OC)cc1	-9%
CCCCC(=O)Oc1ccc2oc(-c3ccc(OC)cc3)cc(=O)c2c1	i
COc1ccc(-n2nc(C(=O)Nc3cc(OC)c(OC)c(OC)c3)c(=O)n(C)c2=O)cc1	-30%
COc1ccc(-c2cnc3[nH]cc(CC(=O)N(C)C)c3c2)cc1	?
COCCN1C(=O)[C@@H]2C[C@@H](CN2C(=O)C2CCOCC2)Oc2ccccc21	-20%[86.2 µM]
COc1ccc(NC(=O)c2ncoc2-c2cccc(OC)c2)cc1	-4%
